# Growth percent in the NCI-60 one-dose screen (48 h, 10 µM unless noted): 100 = growth as untreated, 0 = no growth, -100 = all killed.
# MDA-MB-468 – MDA-MB-468 breast cancer | 78,000 compounds, 8.5% hits
# MOLT-4 – MOLT-4 leukemia cells. 80,000 compounds, 6.9% hits
# MCF7 – MCF7 breast cancer; 82,000 compounds, 6.3% hits; AID 1794796
# T-47D – T-47D breast cancer; 79,000 compounds, 5% hits
# MDA-MB-231 – MDA-MB-231 breast cancer | 81,000 compounds, 5% hits | AID 1794789
# BT-549 – BT-549 breast cancer | 78,000 compounds, 4.4% hits
# K-562 – K-562 leukemia. 78,000 compounds, 7.4% hits. AID 1794777
# SR – SR leukemia cells. 73,000 compounds, 8.7% hits
# Starred values were filed as active, the others as inactive; · = not tested or not shown; & = joins results of further samples. How the source made its calls: active means growth percent below 10; inactive means the rest.
SMILES,MDA-MB-468,MOLT-4,MCF7,T-47D,MDA-MB-231,BT-549,K-562,SR
COc1ccc(N=CC2CCCCC2=O)c([N+](=O)[O-])c1 (stereo not drawn),100,81,99,94,99,87,89,80
Oc1c2c(n3cccc13)=c1cc(Cl)ccc1=N2,108,103,89,88,93,102,112,·
O=C(O)c1ccc2nc(-c3cc4ccccc4[nH]c3=O)[nH]c2c1,106,117,96,96,110,114,106,100
CCOC(=O)C1=C(Nc2ccc(OC)cc2)C(N)=NC1=N,32,26,14,47,68,56,19,4.0*
O=c1cc[nH]c2c([N+](=O)[O-])ccc(NCCCN3CCN(CCCNc4ccc([N+](=O)[O-])c5[nH]ccc(=O)c45)CC3)c12,14,93,99,99,89,88,100,86
COc1cc(-n2c(C)nc3ncn(-c4ccccc4)c3c2=O)cc(OC)c1OC,104,95,100,97,99,108,96,91
COc1ccc(/C=c2\c(=O)n(-c3ccccc3)c3nnc(-n4ncc(C#N)c4N)n23)cc1,107,105,100,·,95,96,102,121
Cc1ccc2[nH]c(=O)c(Cc3cc(-c4ccccc4)n[nH]c3=O)cc2c1,111,87,84,98,87,71,85,83
N#Cc1c(-c2ccc(F)cc2)nc(NN2C(=O)CCC2=O)nc1N1CCOCC1,90,88,95,89,99,96,86,93
CC(C)=CCC/C(C)=C/COC(=O)[C@H](C)NC(=O)[C@@H]1CCCN1C(=O)CNC(=O)C(C)(C)C,115,98,·,99,94,88,87,110
COc1cc2oc(-c3ccc(O)cc3)cc(=O)c2c(O)c1-c1c(OC)cc(O)c2c(=O)cc(-c3ccc(O)cc3)oc12,36,33,38,83,48,47,44,5.1*
COc1cc(OC)c(N=Cc2ccc3c(c2)OCO3)cc1Cl,107,93,94,100,104,87,98,95
O=c1[nH][nH]c(=O)c2c1[nH]c(=S)n2Cc1ccccc1,108,99,104,115,106,104,100,87
Cc1cc(=O)[nH]c(N/N=C/C=C/c2ccccc2)n1,118,100,92,94,101,122,·,98
CNC(=O)c1cc(-n2ccc3cc(NC(=O)c4ccc(F)c(C(F)(F)F)c4)ccc32)ccn1,95,96,88,102,101,104,86,85
Fc1ccc(-c2nn(-c3ccccc3)cc2-c2nc3ccccc3s2)cc1,101,102,69,85,90,104,80,69
N#C/C(=C\c1ccc(-c2cc(Cl)ccc2Cl)o1)c1ccc(F)cc1,93,100,66,70,80,107,92,95
CCCC1OCC(Cl)(Cl)C(c2ccccc2)O1 (stereo not drawn),103,106,99,·,108,111,111,106
CNC(=O)c1cc(-c2ccc(NC(=S)Nc3cc(C(F)(F)F)cc(C(F)(F)F)c3)cc2)nc2cccnc12,-8.0*,88,60,85,89,·,95,72
COC(=S)SCN(CSC(=S)OC)c1ccc(Cl)cc1,95,82,73,70,66,66,90,123
COc1ccc(C2=NN(C(C)=O)C(c3sc(Cl)nc3Cl)C2)cc1 (stereo not drawn),94,81,92,83,107,89,83,68
CCOC(=O)/C=C/c1sc(-c2cccc(C(=O)OC)c2)cc1N,75,88,89,79,95,95,95,93
CC(=O)N1c2ccccc2NC2=C(C(=O)NC2(C)C)C1c1ccco1 (stereo not drawn),66,97,38,110,96,86,77,29
O=c1c2ccccc2c2ccccc2c(=O)n1-c1ccc(NC(=S)Nc2ccccc2)cc1,108,97,98,102,108,104,99,·
CC(C)C1=NOC(=O)C1=Cc1cn(-c2ccco2)nc1-c1ccccc1,54,21,·,49,92,116,62,-2.0*

# Continuation:
SMILES,MDA-MB-468,MOLT-4,MCF7,T-47D,MDA-MB-231,BT-549,K-562,SR
CCOC(=O)c1cc(C(=O)c2ccc(OC)c(OC)c2)n2ccc(/C=C/c3ccncc3)cc12,105,102,98,106,100,113,99,110
Cc1c(-c2ccccc2)nnn1-c1ccc(F)c(Cl)c1,70&96,80&91,94&89,73&108,82&102,99&95,74&97,83
CCCCCCC(CC)(C(=O)O)C(=O)O,110,98,95,98,96,103,82,91
CCCCN(CCCC)CCCN=c1nc2c(c(N)n1-c1ccccc1)c(=S)n(-c1ccccc1)c(=S)n2-c1ccccc1,-90*,-56*,-88*,-62*,-89*,-91*,-90*,-65*
CCCCN(CCCC)CCCCCCCN(CCCC)CCCC,81,101,98,98,95,100,96,110
Cc1cc(S(=O)(=O)N(C)C)cc(NCC(=O)NC(=O)NCC(C)C)c1C,104,96,95,110,86,·,97,91
CCCNC(=O)NCn1c(=O)[nH]c2ccccc2c1=O,103,·,92,98,104,149,·,·
CCCC1(CC(=O)O)OCCc2c1[nH]c1ccccc21 (stereo not drawn),·,87,102,194,103,119,156,84
NS(=O)(=O)c1ccc(CCNCCC(=O)c2ccccc2)cc1,99,97,96,87,96,101,103,89
COc1ccc(-c2n[nH]c(=O)c3nc(NC(=S)Nc4ccc(Cl)cc4)sc23)cc1,79,98,81,76,90,99,90,89
NC(=O)CC1(c2ccccc2)CCCCC1,104,94,96,97,105,102,92,91
Nc1cc(S(=O)(=O)O)ccc1O,102,123,107,106,122,72,126,93
c1cc(OCCCCCOc2cccc(-c3nc4ccccc4[nH]3)c2)cc(-c2nc3ccccc3[nH]2)c1,·,-14*,-2.4*,12,20,6.6*,9.8*,-25*
O=C(O)CCCCCCCCCCN1C(=O)/C(=C/c2cn(-c3ccccc3)nc2-c2ccc(OCc3ccccc3Cl)cc2)SC1=S,109,96,106,98,90,93,97,93
O=C(Nc1ccc(Nc2ncnc3sc4c(c23)CCCC4)cc1)Nc1cccc(Cl)c1,110,92,92,100,101,100,110,102
Nc1csc(N)n1,117,105,112,108,121,124,107,111
O/N=C(\CSc1nnc(-c2c[nH]c3ccccc23)n1-c1ccccc1)c1ccc(Br)cc1,-95*,-19*,-43*,6.0*,-84*,-73*,-11*,1.3*
CC(=O)N1N=C(c2ccc(C)cc2)CC1c1ccc(Oc2ccc(Br)cc2)cc1 (stereo not drawn),75,71,82,61,86,89,75,94
CCOC(=O)C1=C(C)N=C2Sc3cc(C)c(C)cc3N2[C@H]1c1ccccn1,95,69,97,79,86,73,80,67
CS(=O)(=O)c1ccc(C(=O)N/N=C/c2ccc(Cl)c(Cl)c2)cc1,107,68,96,96,99,102,82,75
COc1ccc2c(c1)c(CC(=O)[Se]CC(=O)O)c(C)n2C(=O)c1ccc(Cl)cc1,87,100,37,103,54,122,96,101
CCCCCCCCCCCCCCCCCCNC(=O)SC,114,92,103,97,83,81,96,63
CCN(CC)CCNc1cccc(Cl)c1,101,91,96,114,103,100,96,105
COc1ccc(Cl)c(C(=O)O)c1,105,96,95,104,115,·,105,97
CCOc1ccc2nc(C)cc(Nc3ccc(N(C)C)cc3)c2c1,90,79,79,99,88,108,63,54

# Laid out differently: two of the compounds above
SMILES	MDA-MB-468	MOLT-4	MCF7	T-47D	MDA-MB-231	BT-549	K-562	SR
CS(=O)(=O)c1ccc(C(=O)N/N=C/c2ccc(Cl)c(Cl)c2)cc1	107	68	96	96	99	102	82	75
CCOC(=O)C1=C(C)N=C2Sc3cc(C)c(C)cc3N2[C@H]1c1ccccn1	95	69	97	79	86	73	80	67

# Arranged by number of heavy atoms (descending): 3 of the compounds above
SMILES,MDA-MB-468,MOLT-4,MCF7,T-47D,MDA-MB-231,BT-549,K-562,SR
CCOc1ccc2nc(C)cc(Nc3ccc(N(C)C)cc3)c2c1,90,79,79,99,88,108,63,54
CCCC1(CC(=O)O)OCCc2c1[nH]c1ccccc21 (stereo not drawn),·,87,102,194,103,119,156,84
COc1ccc(Cl)c(C(=O)O)c1,105,96,95,104,115,·,105,97

# The main list resumes, repeating the 5 entries before the break.
SMILES,MDA-MB-468,MOLT-4,MCF7,T-47D,MDA-MB-231,BT-549,K-562,SR
COc1ccc2c(c1)c(CC(=O)[Se]CC(=O)O)c(C)n2C(=O)c1ccc(Cl)cc1,87,100,37,103,54,122,96,101
CCCCCCCCCCCCCCCCCCNC(=O)SC,114,92,103,97,83,81,96,63
CCN(CC)CCNc1cccc(Cl)c1,101,91,96,114,103,100,96,105
COc1ccc(Cl)c(C(=O)O)c1,105,96,95,104,115,·,105,97
CCOc1ccc2nc(C)cc(Nc3ccc(N(C)C)cc3)c2c1,90,79,79,99,88,108,63,54
Clc1cccc(/C=N/Nc2nc(N/N=C/c3cccc(Cl)c3Cl)nc(N3CCCCC3)n2)c1Cl,93,84,71,48,84,97,78,33
NN1C(=O)c2ccc3c4c(ccc(c24)C1=O)CC3,98,113,96,103,120,108,106,114
CC[C@H](CC[C@@H](C)[C@H]1CC[C@H]2[C@@H]3/C(=C/c4ccccn4)C(=O)C4=CC(=O)CC[C@]4(C)[C@H]3CC[C@]12C)C(C)C,111,105,100,113,110,102,103,98
Cc1cc(O)c2cc3c(O)c(O)ccc3cc2c1,·,105,139,104,95,109,91,101
Cn1cc2c(c1)-c1c(sc3nc(-c4ccc(NC(=O)Nc5cc(C(C)(C)C)on5)cc4)cn13)CC2,69,12,16,30,50,71,15,9.8*
COc1cc(C#N)cc(OC)c1OCCN(CCOc1c(OC)cc(C#N)cc1OC)S(=O)(=O)c1ccc(C)cc1,·,98,108,96,112,107,94,106
O=[N+]([O-])c1ccc(/C(=C/c2ccccc2)[n+]2ccccc2)cc1,101,105,99,112,111,109,92,102
O=[N+]([O-])c1ccc(N2c3nc4ccccc4cc3Sc3cc4ccccc4nc32)cc1,·,83,98,89,84,98,86,54
O=C1C(=O)c2ccc(Br)cc2-c2cc(Br)ccc21,0.7*,-31*,0.5*,20,-23*,63,4.7*,5.0*
COC(=O)/C=C1/SC(N2N=C(c3cccs3)CC2c2ccc(F)cc2)=NC1=O (stereo not drawn),37,-3.7*,10,39,35,66,5.2*,7.8*
COc1cccc(/C=C2\SC(=Nc3ccc(O)c(C(=O)O)c3)NC2=O)c1,101,103,96,101,107,99,100,120
COc1ccc(C(=O)/C=C/c2ccc(C)cc2)cc1S(=O)(=O)NNC(=O)c1ccncc1,102,99,94,96,104,103,97,·
CC(C)(C)OC(=O)N1CCc2c(sc3ncnc(Nc4ccc(NC(=O)Nc5ccccc5)cc4)c23)C1,100,89,81,62,89,89,85,75
COc1ccc(Cl)cc1/C=C/C=Nc1ccccc1O,·,85,57,76,53,98,74,55
O=C1Nc2ccc(F)cc2/C1=C/c1nc(-c2ccc(F)cc2)n2ccccc12,113,103,86,97,80,97,106,53
O=C(O)c1ccc(N2CCCCC2)cc1O,·,138,92,93,98,91,110,99
COc1ccc(Oc2nc(Nc3ccc(N4CCOCC4)cc3)ncc2NC(=O)c2ccnc([N+](=O)[O-])c2)cc1,101,106,87,94,94,100,89,73
CC(C)COC(=O)c1ccccc1C(=O)OC1CCCCC1,100,93,98,96,101,114,106,98
CNc1ccc([N+](=O)[O-])cn1,105,109,98,105,114,·,111,92
COc1ccc(C(=O)C(c2c[nH]c3ccccc23)c2c[nH]c3ccccc23)cc1,88,51,57,77,74,79,71,65
Cc1ccc(-c2nn(Cc3cn(CC(=O)Nc4cc(C)nc5ccccc45)nn3)c3ncnc(N)c23)cc1,82,93,96,74,84,85,93,100
COc1ccc2[nH]c(=O)cc(-n3ncc(C(=O)/C=C/c4cc(OC)c(OC)c(OC)c4)c3C)c2c1,-71*,-7.4*,1.4*,5.4*,1.5*,-57*,1.0*,-12*
CN(C)CCN(CC(=O)O)CC(=O)O,104,100,109,108,102,106,104,98
O=c1c2ccccc2c2ccccc2c(=O)n1CCN1CCOCC1,118,89,72,82,89,99,98,·
COc1ccccc1NC(=S)Nc1ccccc1OC,·,121,97,104,102,128,95,126

# (next part)
SMILES,MDA-MB-468,MOLT-4,MCF7,T-47D,MDA-MB-231,BT-549,K-562,SR
CCCCn1c(=O)[nH]c(N)c(C(c2cccc(OC)c2)c2c(N)[nH]c(=O)n(CCCC)c2=O)c1=O,73,83,91,61,90,97,85,68
CC/C(=C(/c1ccc(Cl)cc1)c1ccc(OCCN)cc1)c1ccc(OC)cc1,103,94,100,108,100,128,78,68
CC(O)CCC1CCCO1 (stereo not drawn),102,·,100,90,104,103,100,89
O=C(NCCCN1CCC(N2CCCCC2)CC1)C1=Cc2cc(Br)ccc2OC1,46,12,25,45,18,90,15,11
COc1ccc(-c2cc(C(=O)OCc3ccc(Br)cc3)nn2-c2ccc(S(C)(=O)=O)cc2)cc1OC,64,64,72,48,71,74,80,63
Cc1ccc(S(=O)(=O)N/N=C2\CC(C)(C)OC2(C)C)cc1,103,93,104,94,110,109,96,111
COc1ccc(-c2cc(-c3cc(OC)c(OC)c(OC)c3)c(C#N)c(=O)n2CCCCCC(=O)Nc2ccccc2N)cc1,108,91,82,63,71,91,77,68
COc1ccc(/C=C/C(=O)c2ccccc2)cc1Br,101,106,95,96,104,109,105,98
CCOC(=O)CSC1=C(C)C(=O)c2ccccc2C1=O,89,76,87,102,89,114,85,93
CC(=O)C(N=Nc1ccc(-c2ccc(N=NC(C(C)=O)C(=O)Nc3ccc(C)cc3C)c(Cl)c2)cc1Cl)C(=O)Nc1ccc(C)cc1C (stereo not drawn),102,73,96,107,95,98,106,·
Cc1ccc(-c2nc(SCC(=O)c3ccc(Cl)cc3)[nH]c(=O)c2C#N)cc1,95,97,102,96,102,96,102,85
Cc1nc2[nH]c(=O)n(O)c(=O)c2s1,102,85,92,80,109,92,85,85
CCNCC(=O)Nc1cccc(Cl)c1,99,72,97,104,96,98,87,90
N#CC1c2ccccc2C=CN1C(=O)CCCl (stereo not drawn),24,81,25,52,103,92,32,6.0*
O=C(Nc1ccc(O)cc1)c1ccccc1O,110,109,108,94,91,92,101,·
CC1CCCCN1 (stereo not drawn),96&114,87&97,101&99,122&95,106&111,96&102,126&120,89&95
CN(C)C(=S)NN=C(c1ccccn1)c1ccccn1,·,-3.0*,17,30,40,17,7.9*,-34*
COc1ccc(-c2c3c(cc4ncn(Cc5ccccc5)c24)COC3=O)cc1,93,95,97,79,85,110,107,·

# From PubChem
